Screening data: PubChem, several laboratories
m5-HT2A agonist: mouse Htr2a agonists via beta-arrestin recruitment, primary screen, cell-based, luminescence. actives 0.66% (n = 360,000). CHO-K1 mHTR2A beta-arrestin complementation; percent of 30 µM serotonin response. 5-hydroxytryptamine receptor 2A (Mus musculus), P35363. activation, % at 7.6 µM;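 active = activation above a run cutoff, the mean activation of all tested compounds plus 3 SD, cut at about 14% in these data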;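 also: 0% = plate median of compound wells and 100% = 30 µM serotonin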
Target sequence (P35363 whole entry, looked up): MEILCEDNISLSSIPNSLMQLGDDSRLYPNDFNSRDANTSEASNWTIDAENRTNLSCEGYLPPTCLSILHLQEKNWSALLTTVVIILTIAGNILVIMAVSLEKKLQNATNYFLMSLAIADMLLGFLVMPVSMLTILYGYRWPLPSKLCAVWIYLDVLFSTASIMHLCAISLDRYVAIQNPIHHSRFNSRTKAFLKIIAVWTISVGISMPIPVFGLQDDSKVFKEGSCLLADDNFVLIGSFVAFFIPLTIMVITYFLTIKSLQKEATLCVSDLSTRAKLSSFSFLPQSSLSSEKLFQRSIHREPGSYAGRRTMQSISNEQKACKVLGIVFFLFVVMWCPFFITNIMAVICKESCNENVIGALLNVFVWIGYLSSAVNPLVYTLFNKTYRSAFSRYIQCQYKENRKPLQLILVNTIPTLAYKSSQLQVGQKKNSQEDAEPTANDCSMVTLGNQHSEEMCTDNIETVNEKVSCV
MITF TRPM1 inh: inhibitors of MITF-dependent TRPM1 promoter reporter, primary screen, cell-based, SK-MEL-5, single point, luciferase | SK-MEL-5 TRPM1 promoter luciferase, 24 h | inhibition, % at 12.5 µM | actives 0.83% (n = 330,000);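 active = mean inhibition across replicates of 60% or more, whatever share of single replicates reaches that level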; also: values of inactives mirror those of a sister screen read the other way
NR2E3 ag-1: NR2E3 agonists in two-hybrid cells, primary screen, cell-based, luminescence, CHO-S, Gal4-NCOR/VP16-NR2E3; luciferase; AID 602229, 2012; actives 0.35% (n = 360,000); inhibition of corepressor binding, % at 3.98 µM; Photoreceptor-specific nuclear receptor (Homo sapiens), Q9Y5X4;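 active = inhibition above the mean of all tested compounds plus 3 SD, cut at about 70% in these data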;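 also: 0% = DMSO with NR2E3 transfected cells and 100% = cells lacking NR2E3 construct; higher means lower luciferase signal from less NR2E3 corepressor binding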
Cardio protect: cardioprotection against H2O2-induced cell death, primary screen, uHTS, H9c2 cells, ATPLite luminescence | H9c2 cardiomyocytes, H2O2 injury protection, 2 h | protection from H2O2 cell death, % at 20 µM | actives 0.63% (n = 360,000);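 active = compounds giving at least 50% protection of heart cells from peroxide-induced death in the single-dose screen, raw or plate-pattern-corrected value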;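 also: 0% = DMSO wells with peroxide and 100% = DMSO wells without peroxide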
NR2E3 ag-2: inhibitors of NR2E3-RetCOR corepressor binding, primary screen, NR2E3 agonist project, biochemical, TR-FRET, GST-NR2E3, biotin-RetCOR; Photoreceptor-specific nuclear receptor (Homo sapiens), Q9Y5X4; 1536-well; inhibition of corepressor binding, % at 4.78 µM; actives 0.12% (n = 320,000); AID 2300, 2010;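 active = percent inhibition above the cutoff of mean plus 3 SD of all tested compounds, set per screening campaign, cut at about 20% in these data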;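 also: 0% = DMSO wells and 100% = biotin wells as full block of FRET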
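Test system – NR2E3–RetCOR corepressor complex · Quantity – NR2E3 fusion 1.35 nM · Buffer or medium – Tris pH 7.5 · Incubation – Compound–protein incubation for 5 h at 4 °C · Technique – TR-FRET, Eu(K)-anti-GST donor, streptavidin-D2 acceptor, ex 340, em 617/671 nm · Evaluation – percent inhibition of 671/617 nm emission ratio versus biotin and DMSO controls · Plate – 1536-well format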
Shn3 3UTR inh: reduction of Shn3 3'UTR firefly luciferase signal, primary screen, Schnurri-3 inhibitor project, cell-based, Clone20 osteoblasts, set 2 | Clone20 osteoblast Shn3 3'UTR firefly luciferase, 24 h | inhibition, % at 12.5 µM | actives 0.52% (n = 360,000) | AID 588674, 2011;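 active = mean inhibition of at least 75% with every replicate also reaching 75%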;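 also: 0% = median of neutral control wells and 100% = pilot-screen positive control compound; some compounds past the cut are filed as inactive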
Peg3 prom inh: Peg3 promoter-driven luciferase inhibitors, primary screen, cell-based, HeLa, luciferase luminescence; HeLa PEG-Prom luciferase reporter, overnight; inhibition, % at 20 µM; actives 1.7% (n = 360,000);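 active = inhibition of at least 50% at 20 µM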
CaV13 ICDI inh: Primary screen for inhibitors of IQ motif and Ca2+-dependent inactivation inhibitor domain binding in CACNA1D, Förster resonance energy transfer in living cells, …. inhibition, % at 12.3 µM. HEK cells, CFP/YFP FRET ICDI-IQ, plate reader, 10 min; percent FRET-ratio fall versus neutral wells. actives 0.098% (n = 340,000);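 active = mean replicate inhibition of at least 30% and at least 1% of replicates passing that level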;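 also: 0% = median of the neutral control wells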
PDI turbidity: inhibitors of human PDI, primary screen, biochemical, turbidity, single point, plate reader; PDI insulin aggregation turbidity, A650, 90 min; actives 0.052% (n = 350,000); AID 588391, 2011; inhibition, % at 10 µM; Protein disulfide-isomerase (Homo sapiens), P07237;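 active = mean inhibition across replicates of 30% or more, whatever share of single replicates reach that level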;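 also: absorbance from insulin aggregation driven by PDI reduction with DTT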
Target sequence (P07237 whole entry, looked up): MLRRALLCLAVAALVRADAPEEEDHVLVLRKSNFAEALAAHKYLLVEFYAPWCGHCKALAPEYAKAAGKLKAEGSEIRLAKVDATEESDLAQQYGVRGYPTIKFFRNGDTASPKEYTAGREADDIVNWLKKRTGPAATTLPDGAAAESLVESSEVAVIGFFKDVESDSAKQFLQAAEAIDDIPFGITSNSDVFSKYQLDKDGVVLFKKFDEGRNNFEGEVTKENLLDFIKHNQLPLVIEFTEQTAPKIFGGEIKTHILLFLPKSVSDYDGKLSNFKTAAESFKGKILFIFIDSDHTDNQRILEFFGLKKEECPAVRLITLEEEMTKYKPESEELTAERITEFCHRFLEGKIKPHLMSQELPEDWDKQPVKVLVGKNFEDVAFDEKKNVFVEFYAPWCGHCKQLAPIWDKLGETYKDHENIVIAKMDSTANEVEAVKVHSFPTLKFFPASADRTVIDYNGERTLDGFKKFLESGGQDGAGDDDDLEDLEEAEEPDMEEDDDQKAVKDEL
HIF-2a block: HIF-2a reporter inhibitors, primary screen, luminescence, 786-0 RCC cells | AID 624352, 2012 | 786-0 RCC cells HIF-2a reporter, luciferase luminescence, overnight | actives 0.72% (n = 360,000) | inhibition, % at 18.8 µM;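 active = inhibition of the luminescence signal of 40% or more relative to plate controls, in a single-dose primary screen at 18.75 µM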
iPSC survival up: enhancers of single-cell hiPSC survival, primary screen, ATPlite luminescence. AID 602274, 2012. 100% = ROCK inhibitor wells, 0% = DMSO. survival enhancement, % at 20 µM. actives 0.044% (n = 360,000); in the data active = survival enhancement above about 18%;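 also: cells exposed to compounds for 16 hours before the ATP read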
An asterisk follows results filed as active; . = no result given.

SMILES	m5-HT2A agonist	MITF TRPM1 inh	NR2E3 ag-1	Cardio protect	NR2E3 ag-2	Shn3 3UTR inh	Peg3 prom inh	CaV13 ICDI inh	PDI turbidity	HIF-2a block	iPSC survival up
O=C(CCc1nc(-c2cccs2)no1)Nc1cnc2ccccc2c1	1.4	3.6	-1.0	-2.2	3.2	4.8	-7.5	-6.1	-11.1	-10.8	-0.5
COc1ccc(Nc2nc(N3CCCC3)nc(N3CCOCC3)n2)cc1	-0.1	-30.8	13.9	-3.0	-2.5	20.4	-20.8	-5.0	-5.5	-1.9	-1.5
CCN(CC)C(=O)c1[nH]cnc1C(=O)N[C@@H](C)c1ccccc1	0.1	4.4	-8.1	3.6	1.4	-18.2	-3.3	-4.7	-2.4	1.0	3.6
COc1ccc(N2CCN(C(=O)COC(=O)CCOc3ccccc3C)CC2)cc1	-0.4	3.7	-5.9	-8.6	3.1	8.3	5.9	-14.5	-2.7	11.4	-0.1
Cc1cc(-c2ccco2)n(CC(=O)NCc2ccccc2)n1	-2.2	.	-28.1	17.6	3.6	-4.9	0.1	-6.1	5.2	-2.0	-1.0
O=C(Nc1cccc([N+](=O)[O-])c1)c1ccc2c(c1)OCCO2	-3.4	-65.3	-133.9	-7.1	0.3	-59.0	-239.2	-1.3	4.8	-258.8	-1.1
CCC1(C)Cc2c(c(=O)n(-c3ccccc3)c3ncnc(N)c23)CO1 (stereo unspecified)	-4.6	15.4	-8.8	13.7	1.5	8.2	13.1	-5.3	9.1	16.3	-1.2
Nc1cc(=O)[nH]c(SCCOc2ccccc2)n1	-4.9	8.8	2.1	7.8	5.2	-13.3	3.0	6.5	-1.9	-8.0	-0.2
CCOc1cccc(-c2cc(C(=O)N/N=C/c3ccc(OC)c(CN4CCOCC4)c3)c3ccccc3n2)c1	-7.0	-3.6	-13.9	19.1	1.1	-18.0	-4.2	-5.5	-10.1	-39.9	0.2
Cc1ccc(-n2ncc3c2CCCC3NC(=O)c2ccccc2N2CCOCC2)cc1C (stereo unspecified)	-4.1	5.7	6.2	-2.6	2.1	29.1	12.6	-5.0	1.9	-0.2	0.3
Cc1cc(NC(=O)c2cc3n(n2)C(C(F)(F)F)CC(c2ccco2)N3)no1 (stereo unspecified)	-0.7	.	-9.8	-0.6	1.6	-4.9	-4.9	-3.6	.	-1.9	0.4
CCOc1ccc(NC(=O)c2nn(C)cc2Br)cc1	2.4	-46.8	-71.9	-15.5	3.6	-68.6	-208.5	-8.6	-0.1	-308.6	-4.1
COc1ccc(C2C(C#N)=C(N)Oc3cccc(O)c32)cc1 (stereo unspecified)	-1.4	-10.7	5.4	6.4	6.0	14.6	26.2	6.2	4.3	23.4	0.3
Cc1ccc(NC(=S)Nc2cccc3cnccc23)cc1C	-5.0	-9.6	14.5	0.6	6.1	13.3	-121.7	1.2	-5.6	-143.5	-1.7
CCOC(=O)Cn1cc(/C=N/NC(=O)CC#N)c2ccccc21	-0.5	17.4	4.9	5.1	0.3	1.8	5.0	-19.8	-2.3	8.2	1.7
COc1ccc(NS(=O)(=O)c2ccc(OC)c(NC(=O)CNC(=O)c3ccc(OC)cc3)c2)cc1	-4.5	5.0	-7.5	-2.7	0.9	-2.8	21.0	-5.0	-3.4	14.3	0.4
O=C(COC(=O)c1cccc(OC(F)F)c1)NCC1CCCO1 (stereo unspecified)	-1.6	-2.0	17.4	4.0	.	16.9	7.2	-6.5	7.1	18.1	0.5
Cc1sc2nc(CN3CCOCC3)[nH]c(=O)c2c1-c1ccccc1	-3.6	6.1	-12.1	4.2	-1.7	-13.3	10.3	-4.1	-1.3	19.6	2.7
CC(=O)N1CCC(Nc2ccc(C)cc2)CC1	-5.9	.	-26.3	-4.3	1.7	-37.7	-7.3	-5.6	.	4.5	-2.1
CCc1nnc(NC(=O)c2ccc(S(=O)(=O)N3CCc4ccccc4C3)cc2)s1	-0.8	-2.5	-18.4	1.4	2.7	-17.6	4.1	.	-10.7	-1.6	-1.1
COc1ccc2c(c1)CCc1c(C(=O)N3CCCCCC3)noc1-2	-1.0	-115.3	-169.0	-7.4	0.4	-95.6	-170.3	-9.0	-4.7	-184.1	-1.8
Cc1ccc(CNC(=O)Nc2nnc([C@@H]3C[C@H](O)[C@@H](CO)O3)s2)cc1	2.0	.	-4.8	8.8	.	-5.4	0.7	-4.6	6.7	5.0	-0.1
O=C(Cn1cc([N+](=O)[O-])ccc1=O)N1CCc2ccccc2C1	-1.4	9.1	-17.4	8.2	.	-9.7	8.5	-6.5	-12.4	-0.5	-0.4
Cc1ccc(C(=O)N/N=C/c2ccc(N3CCOCC3)cc2)c(C)c1	-2.6	-4.4	-27.7	3.6	5.2	24.8	-0.8	-1.6	3.0	10.5	-1.0
O=C(CSc1cccc[n+]1[O-])Nc1ccc(Cl)cc1F	7.5	13.9	-11.7	8.3	.	-9.5	-7.0	-2.1	-3.0	-13.0	-0.2

An excerpt of these results, in markdown:
| Molecule | m5-HT2A agonist | MITF TRPM1 inh | NR2E3 ag-1 | Cardio protect | NR2E3 ag-2 | Shn3 3UTR inh | Peg3 prom inh | CaV13 ICDI inh | PDI turbidity | HIF-2a block | iPSC survival up |
| --- | --- | --- | --- | --- | --- | --- | --- | --- | --- | --- | --- |
| O=C(COC(=O)c1cccc(OC(F)F)c1)NCC1CCCO1 (stereo unspecified) | -1.6 | -2.0 | 17.4 | 4.0 | . | 16.9 | 7.2 | -6.5 | 7.1 | 18.1 | 0.5 |
| Cc1sc2nc(CN3CCOCC3)[nH]c(=O)c2c1-c1ccccc1 | -3.6 | 6.1 | -12.1 | 4.2 | -1.7 | -13.3 | 10.3 | -4.1 | -1.3 | 19.6 | 2.7 |

Next compounds follow.
SMILES	m5-HT2A agonist	MITF TRPM1 inh	NR2E3 ag-1	Cardio protect	NR2E3 ag-2	Shn3 3UTR inh	Peg3 prom inh	CaV13 ICDI inh	PDI turbidity	HIF-2a block	iPSC survival up
Cc1ccc(-c2c(C(=O)N/N=C/c3ccco3)nnn2-c2nonc2N)cc1	-4.7	-4.8	1.8	0.7	-1.1	15.1	9.7	-6.1	3.5	-1.4	-0.1
c1ccc2c(c1)CCOC2CNCCCN1CCCCC1 (stereo unspecified)	-0.3	-24.0	-5.5	15.9	.	-15.9	-8.5	.	-20.2	2.4	-5.6
Cc1n[nH]c(C)c1S(=O)(=O)N1CCN(C(=O)c2ccco2)CC1	-1.8	-0.3	-10.0	9.7	1.4	-14.1	9.3	-1.8	6.5	8.2	-0.1
CCOC(=O)C1CCN(C2=NC(=O)/C(=C/c3ccc(Cl)cc3)S2)CC1	-0.9	-6.9	-20.0	0.5	0.7	-20.1	24.4	-9.0	-5.9	22.9	-0.3
COC(=O)c1cc(C)c(C)cc1NC1OC(CO)C(O)C1O (stereo unspecified)	9.7	-3.5	17.4	-2.7	.	-31.4	-3.8	-5.1	-2.8	10.6	6.9
NS(=O)(=O)c1ccc(NC(=O)CSc2nnc3n2CCCCC3)cc1	4.1	7.0	13.6	3.4	.	-9.5	-6.0	-6.2	-4.6	17.4	-0.4
O=C(COc1ccccc1)Nc1nc(-c2cccnc2)cs1	0.6	-18.2	3.6	16.5	-0.6	-1.7	-23.1	-3.3	-2.0	-18.1	-0.5
O=C1C=CC(=Nc2cccc3c2C(=O)c2ccccc2-3)O1	6.4	24.7	-76.1	-1.8	.	-55.9	-97.5	.	-3.0	-139.8	-6.5
C#CCNC(=O)C1=C[C@H](C(C)(C)C)C[C@H](OCCCCO)O1	-0.9	-6.4	-16.7	-1.8	1.4	-1.2	-11.9	-10.3	11.9	7.0	0.0
CCN(CC)CCNC(=O)c1ccc2c(c1)NC(=O)c1ccccc1S2	-7.9	-22.6	-26.8	9.6	.	-15.6	-2.5	-2.9	-21.1	17.5	-0.9
CC(C)(CNC(=O)c1ccc(NS(=O)(=O)c2ccc(F)c(F)c2)cc1)N1CCOCC1	-1.1	7.1	-27.3	0.4	-2.6	-4.7	6.0	-5.7	10.1	11.6	0.2
O=C(C1CCCN(S(=O)(=O)c2cnc[nH]2)C1)N1CC(=O)N(CCc2ccccc2)C(=O)C1 (stereo unspecified)	0.5	-6.7	4.4	-0.1	3.3	-19.9	2.5	.	-1.1	10.2	0.0
CCn1c(C)cc(C(=O)COC(=O)c2ccccc2[N+](=O)[O-])c1C	-2.1	96.6*	104.7*	-25.4	.	94.3*	93.6*	.	4.0	81.6*	-0.2
CCOC(=O)c1cc2c(nc1NC(=S)Nc1ccccc1)CC(C)(C)OC2	6.5	0.5	5.6	-0.1	3.6	-6.2	1.0	3.7	16.7	14.7	2.6
O=C1NC[C@H](Cc2ccccc2)N(C[C@H]2CCCN2C[C@H](Cc2ccc(O)cc2)N2C[C@H](Cc3ccc(O)cc3)N(CC3CCCCCC3)C(=O)C2=O)C1=O	26.2*	2.5	-27.6	-11.6	.	5.0	-13.8	-5.6	39.0*	-15.7	-1.0
CC(C)c1ccc(NC(=O)C2(C)Cc3c(-c4cccc(C(N)=O)c4)ccnc3O2)cc1 (stereo unspecified)	0.5	.	-67.0	-4.1	.	8.9	8.0	-4.8	4.1	17.1	8.9
O=S(=O)(c1ccc(Cl)cc1)N(CCCN1CCOCC1)Cc1cccs1	-2.1	0.5	-3.1	10.3	2.0	-11.7	10.8	-3.9	-3.7	12.3	1.9
COc1ccc(/C=N/NC(=O)CCC(=O)Nc2ccc(Br)cc2)c(OC)c1	10.7	14.2	-18.7	13.7	1.1	-12.8	1.3	-19.8	-5.7	8.6	-0.2
CCCCNC(=O)CSc1cc(=O)n(C)c2ccccc12	-3.5	-0.9	-11.6	8.5	1.5	-1.0	13.6	-4.0	-2.2	3.2	2.0
Cc1ccccc1NC(=O)CCCN1C(=O)C2CC=CCC2C1=O (stereo unspecified)	-3.4	7.5	-14.5	3.2	-0.6	-5.2	9.1	-5.2	-7.2	4.8	-0.5
Cc1ccccc1Cn1c2ccccc2c2cnn(CC(=O)N3CCN(c4ccccc4)CC3)c(=O)c21	-3.2	-1.8	-15.4	5.0	.	15.3	-0.9	-3.2	-1.6	7.2	0.8
Cc1ccc(S(=O)(=O)NCc2c(Cl)cccc2Oc2ccccc2)cc1	0.6	-2.2	-8.2	-22.6	-0.9	8.8	12.0	.	7.5	6.2	-0.3
COC(=O)c1ccc2nc(NC(=O)C3CC3)sc2c1	1.0	-56.5	-72.0	-9.2	-0.4	-94.3	-221.2	-1.4	-35.9	-81.5	-0.6

Rows are unselected; 3.9% or so of the library scored in one or more.
